High-throughput results from PubChem.
MT1-MMP act inh = blocks activation of human MT1-MMP; AID 651647; GFP/RFP ratio change, % at 20 µM; actives 0.061% (n = 360,000); HT1080 RFP-PRO-GFP cells, GFP/RFP ratio fluorescence, overnight; percent of plate control window, DMSO zero;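 active = GFP/RFP ratio change of at least 30% with cell ATP level not reduced by more than half and red fluorescence within 50% of control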; also: strong numbers were not always called active
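Read-out: GFP/RFP fluorescence ratio; Test system: RFP-PRO-GFP reporter HT1080 cells; Compound dosing: single-point 20 µM compound, 1% DMSO; Times: overnight compound exposure at 37 °C.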
PABP1 MLLE inh = inhibitors of microRNA-mediated deadenylation, human PABP1 MLLE binding. GST-MLLE / FITC-PAM2 fluorescence polarization. inhibition, % at 20 µM. actives 0.36% (n = 360,000). AID 588489; in the data active = inhibition above about 35%, passing the limit was not always enough;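 also: plate controls were DMSO wells with GST-MLLE for no effect and wells lacking GST-MLLE protein for full effect; some results filed as inactive read as strong as hits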
SKN-1 block = blocks SKN-1 activity in C. elegans; C. elegans VP596 Pgst-4::GFP/RFP ratio, acrylamide-induced, 24 h; inhibition, % at 21.8 µM; actives 0.49% (n = 360,000); AID 624304;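 active = interference check ratio from 0.5 to 1.5 plus GFP to RFP signal ratio inhibition reaching or exceeding a fixed threshold, cut at about 30% in these data, passing the limit was not always enough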; also: some compounds called inactive have numbers as strong as hits
Rin1 Abl inh = blocks binding of human Rin1 to Abl. P00519+Q13671. TR-FRET Rin1/Abl binding, biochemical. inhibition, % at 7.35 µM. actives 0.4% (n = 360,000). AID 588664; in the data active = inhibition above about 5%, passing the limit was not always enough
FAS-TE inh = FAS thioesterase (human) inhibition | recombinant FAS-TE, OMFH fluorogenic substrate, fluorescence endpoint | inhibition, % at 15 µM | actives 0.67% (n = 360,000) | AID 602261;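 active = compounds whose normalised, plate-corrected inhibition of enzyme fluorescence in the single-dose primary screen is 50% or more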;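 also: 0% = DMSO with enzyme and 100% = substrate without enzyme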
CSN deneddyl inh = inhibitors of human CSN-mediated cullin deneddylation; Q92905; Purified CSN, SCF-Nedd8-OG deneddylation, fluorescence polarization; inhibition, % at 12.5 µM; actives 0.38% (n = 360,000); AID 651999;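 active = pattern-corrected inhibition above about 35%, with an unprinted fluorescence ratio check between 0.5 and 1.5, limit read from the data, passing the limit was not always enough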;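 also: 0% = enzyme with substrate and 100% = substrate without enzyme; some results filed as inactive read as strong as hits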
Target sequence (Q92905 whole entry, looked up, one chain of several): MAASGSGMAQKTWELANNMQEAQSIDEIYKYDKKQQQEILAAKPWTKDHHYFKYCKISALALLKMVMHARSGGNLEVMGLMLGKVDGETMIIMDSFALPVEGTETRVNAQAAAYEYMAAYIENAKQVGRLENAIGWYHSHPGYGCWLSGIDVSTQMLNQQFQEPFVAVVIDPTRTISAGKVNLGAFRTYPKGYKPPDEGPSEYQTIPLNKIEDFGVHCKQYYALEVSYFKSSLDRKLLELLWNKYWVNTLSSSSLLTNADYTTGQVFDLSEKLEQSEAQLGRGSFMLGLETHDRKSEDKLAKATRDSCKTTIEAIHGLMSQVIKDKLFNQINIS
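Material: human Csn5 produced in HEK293T cells; Input: enzyme 0.24 nM; Reagent: SCFSkp2-Nedd8OG substrate at 10 nM final; Dosing: 12.5 µM compound; Incubation: 90 min reaction at room temperature; Detection: fluorescence polarization of the substrate; Evaluation: % inhibition of substrate cleavage by Csn5; Control set: substrate-only high control, full reaction low control.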
Rpn11 block = inhibitors of human proteasome Rpn11; human 26S proteasome, Ub4-pepOG fluorescence polarization; 20S core pre-blocked with epoxomicin; O00487; calls only at 20 µM; actives 0.59% (n = 360,000);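 active = inhibition at 20 µM, scaled to each plate's controls, above about 33%, limit read from the data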
Neddyl block = inhibitors of human cullin neddylation. P61081+Q13564. TR-FRET cullin neddylation, biochemical. calls only at 25 µM. actives 0.58% (n = 360,000). AID 651699; in the data active = inhibition above about 36%
Target sequence (P61081 whole entry, looked up): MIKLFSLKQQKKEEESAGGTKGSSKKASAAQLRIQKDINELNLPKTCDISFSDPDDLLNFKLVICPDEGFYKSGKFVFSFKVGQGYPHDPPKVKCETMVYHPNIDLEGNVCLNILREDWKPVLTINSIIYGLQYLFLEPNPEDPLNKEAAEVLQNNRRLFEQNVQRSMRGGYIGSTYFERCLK
Target sequence (Q13564 whole entry, looked up): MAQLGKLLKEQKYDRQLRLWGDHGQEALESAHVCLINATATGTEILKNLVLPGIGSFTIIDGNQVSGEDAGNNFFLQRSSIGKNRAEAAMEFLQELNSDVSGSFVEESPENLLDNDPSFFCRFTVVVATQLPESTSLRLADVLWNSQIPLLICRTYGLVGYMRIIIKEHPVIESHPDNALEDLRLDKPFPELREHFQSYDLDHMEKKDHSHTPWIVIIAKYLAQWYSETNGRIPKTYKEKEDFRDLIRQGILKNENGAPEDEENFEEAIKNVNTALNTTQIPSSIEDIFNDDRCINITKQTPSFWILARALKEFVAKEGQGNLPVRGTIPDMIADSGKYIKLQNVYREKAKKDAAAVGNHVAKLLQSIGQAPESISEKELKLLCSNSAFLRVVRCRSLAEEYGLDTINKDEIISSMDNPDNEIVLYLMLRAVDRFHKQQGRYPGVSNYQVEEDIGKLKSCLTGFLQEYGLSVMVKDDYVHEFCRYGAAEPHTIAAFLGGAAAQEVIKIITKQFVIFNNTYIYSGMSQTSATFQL
NadD inh = blocks S. aureus nicotinate mononucleotide adenylyltransferase. actives 0.78% (n = 360,000). AID 602399. inhibition, % at 20 µM. purified NadD enzyme, colorimetric absorbance read-out; in the data active = inhibition above about 26%; also: some compounds past the cut are filed as inactive
Numbers without * were called inactive. Not a hit list; any-hit rate near 3.9%.

Cc1ccc(NC(=O)C2CCCO2)cc1[N+](=O)[O-] (stereo not drawn) was read as MT1-MMP act inh 2, PABP1 MLLE inh 12, SKN-1 block 0, Rin1 Abl inh -2, FAS-TE inh -12, CSN deneddyl inh 0, Rpn11 block inactive, Neddyl block inactive and NadD inh -4.
C[C@@H]1CNC(=O)c2c(C(=O)NCC(=O)OC(C)(C)C)ncn21 was read as MT1-MMP act inh -3, PABP1 MLLE inh 3, SKN-1 block 1, Rin1 Abl inh 2, FAS-TE inh -4, CSN deneddyl inh -3, Rpn11 block inactive, Neddyl block inactive and NadD inh 2.
CCN1CCN(c2ccc(S(=O)(=O)N3CCOCC3)cc2NC(=O)/C=C/c2ccc([N+](=O)[O-])cc2)CC1 was read as MT1-MMP act inh -5, PABP1 MLLE inh -124, SKN-1 block 3, Rin1 Abl inh 0, FAS-TE inh 2, CSN deneddyl inh 4, Rpn11 block inactive, Neddyl block inactive and NadD inh 19.
`CCn1c2ccccc2c2nc3cc(C(=O)O)ccc3nc21` gave MT1-MMP act inh -15, PABP1 MLLE inh 7, SKN-1 block -11, Rin1 Abl inh 1, FAS-TE inh -2, CSN deneddyl inh 4, Rpn11 block inactive, Neddyl block inactive and NadD inh -3.
`O=C(NNC(=O)c1ccccc1Br)c1cccc(Cl)c1` gave MT1-MMP act inh 3, PABP1 MLLE inh 12, SKN-1 block 5, Rin1 Abl inh 5, FAS-TE inh -6, CSN deneddyl inh -4, Rpn11 block inactive, Neddyl block inactive and NadD inh 6.
Screening O=c1[nH]c(NCCO)nc2c1C1(CCCCC1)Cc1ccccc1-2 returned MT1-MMP act inh 2, PABP1 MLLE inh 5, SKN-1 block 5, Rin1 Abl inh -2, FAS-TE inh 10, CSN deneddyl inh 1, Rpn11 block inactive and NadD inh -2.
Cc1ccc(C(=O)Nc2nc(=O)n(C(=O)C3CC3)s2)cc1 was read as MT1-MMP act inh -1, PABP1 MLLE inh 4, SKN-1 block 4, Rin1 Abl inh -4, FAS-TE inh -5, CSN deneddyl inh 5, Rpn11 block inactive, Neddyl block inactive and NadD inh 0.
Cc1cccc(OCc2nnc(SCC(=O)NC3CCCC3)n2C)c1 was read as MT1-MMP act inh 3, PABP1 MLLE inh -9, SKN-1 block 7, Rin1 Abl inh 0, FAS-TE inh -6, CSN deneddyl inh 1, Rpn11 block inactive, Neddyl block inactive and NadD inh -3.
COc1cccc(CNC(=O)c2cccc(NC(=O)C3=C(C)OCCS3)c2)c1 was read as MT1-MMP act inh -2, PABP1 MLLE inh 18, SKN-1 block -9, Rin1 Abl inh -1, FAS-TE inh -8, CSN deneddyl inh -3, Rpn11 block inactive, Neddyl block inactive and NadD inh -5.
Cc1cc2cc(CNS(=O)(=O)N(C)C)ccc2[nH]1 was read as MT1-MMP act inh 11, PABP1 MLLE inh 7, SKN-1 block 10, Rin1 Abl inh -8, FAS-TE inh -7, CSN deneddyl inh -1, Rpn11 block inactive, Neddyl block inactive and NadD inh 3.
For CCCNC(=O)NC(=O)CSc1cccc(C(F)(F)F)c1 the results were MT1-MMP act inh 1, PABP1 MLLE inh -10, SKN-1 block -4, Rin1 Abl inh 0, FAS-TE inh 1, CSN deneddyl inh -1, Rpn11 block inactive, Neddyl block inactive and NadD inh -10.
Screening COc1ccc2c(C)cc(SCC(=O)Nc3ncc(Cl)cc3Cl)nc2c1 returned MT1-MMP act inh -3, PABP1 MLLE inh 3, SKN-1 block 1, Rin1 Abl inh -2, FAS-TE inh 5, CSN deneddyl inh -8, Rpn11 block inactive, Neddyl block inactive and NadD inh -1.
FC(F)(F)c1ccc2nnc(-c3c(Cl)cccc3Cl)n2c1 was read as MT1-MMP act inh -6, PABP1 MLLE inh 0, SKN-1 block 13, Rin1 Abl inh 1, FAS-TE inh -4, CSN deneddyl inh -1, Rpn11 block inactive, Neddyl block inactive and NadD inh -2.
For C/C(CCc1ccccc1)=N\NC(=O)c1ccccc1 the results were MT1-MMP act inh 4, PABP1 MLLE inh 4, SKN-1 block 4, Rin1 Abl inh 2, FAS-TE inh -12, CSN deneddyl inh 1, Rpn11 block inactive, Neddyl block inactive and NadD inh -1.
COc1ccc2[nH]c(C(=O)Nc3ccc(C)c(F)c3)cc2c1 was read as MT1-MMP act inh 0, PABP1 MLLE inh -5, SKN-1 block 2, Rin1 Abl inh -3, FAS-TE inh 2, CSN deneddyl inh -4, Rpn11 block inactive, Neddyl block inactive and NadD inh 3.
`Cc1ccc(S(=O)(=O)N2CCN(C3CC(=O)N(Cc4ccccc4)C3=O)CC2)cc1C` (stereo not drawn) gave MT1-MMP act inh 0, PABP1 MLLE inh -15, SKN-1 block 2, Rin1 Abl inh -1, FAS-TE inh -1, CSN deneddyl inh -2, Rpn11 block inactive, Neddyl block inactive and NadD inh 1.
For CCCCOC(=O)CCn1c(=S)oc2ccccc21 the results were MT1-MMP act inh 3, PABP1 MLLE inh -1, SKN-1 block -18, Rin1 Abl inh 1, FAS-TE inh 13, CSN deneddyl inh 0, Rpn11 block inactive, Neddyl block inactive and NadD inh -7.
O=C(COC(=O)c1ccc(S(=O)(=O)N2CCOCC2)cc1)NCc1ccco1 was read as MT1-MMP act inh -3, PABP1 MLLE inh -36, SKN-1 block 13, Rin1 Abl inh -1, FAS-TE inh -6, CSN deneddyl inh -4, Rpn11 block inactive, Neddyl block inactive and NadD inh -1.
Screening COc1cc(C(=O)Nc2nc(-c3ccc(Cl)cc3)c(C)s2)ccc1OCC(=O)Nc1ccc(F)cc1 returned MT1-MMP act inh -6, PABP1 MLLE inh -18, SKN-1 block 9, Rin1 Abl inh -3, FAS-TE inh -1, CSN deneddyl inh -4, Rpn11 block inactive, Neddyl block inactive and NadD inh 23.
Oc1ccc(-c2nccc(-c3ccccn3)n2)cc1 was read as MT1-MMP act inh -1, PABP1 MLLE inh 1, SKN-1 block 4, Rin1 Abl inh -3, FAS-TE inh -1, CSN deneddyl inh 4, Rpn11 block inactive, Neddyl block inactive and NadD inh -3.
Cc1cc(C(=O)COC(=O)C2=COCCO2)c(C)n1-c1ccc2c(c1)OCO2 was read as MT1-MMP act inh 2, PABP1 MLLE inh 6, SKN-1 block -5, Rin1 Abl inh -1, FAS-TE inh -2, CSN deneddyl inh 3, Rpn11 block inactive, Neddyl block inactive and NadD inh -2.
For O=C(NCCCN1CCCC1)c1ccc2c(c1)N(Cc1cccc(Cl)c1)C(=O)c1ccccc1S2(=O)=O the results were MT1-MMP act inh 1, PABP1 MLLE inh -32, SKN-1 block 6, Rin1 Abl inh 1, FAS-TE inh 0, CSN deneddyl inh -2, Rpn11 block inactive, Neddyl block inactive and NadD inh 7.
Screening c1ccc(OCCn2cnc3ccccc32)cc1 returned MT1-MMP act inh 0, PABP1 MLLE inh -3, SKN-1 block -2, Rin1 Abl inh 5, FAS-TE inh -2, CSN deneddyl inh 1, Rpn11 block inactive, Neddyl block inactive and NadD inh 7.
Cc1cccc(NC(=O)Cn2c(O)c(N=NC(=O)c3ccccc3O)c3ccccc32)c1 was read as MT1-MMP act inh 27, PABP1 MLLE inh 6, SKN-1 block 2, Rin1 Abl inh 3, FAS-TE inh -11, CSN deneddyl inh -1, Rpn11 block inactive, Neddyl block inactive and NadD inh 35*.
Screening COc1cc(C(=O)OC(C)CN2CCN(C)CC2)cc(OC)c1OC (stereo not drawn) returned MT1-MMP act inh -5, PABP1 MLLE inh -4, SKN-1 block -8, Rin1 Abl inh -2, FAS-TE inh -4, CSN deneddyl inh -1, Rpn11 block inactive, Neddyl block inactive and NadD inh -4.
For COCCCN(C(=S)NC(=O)C(C)(C)C)c1c(N)n(Cc2ccccc2)c(=O)[nH]c1=O the results were MT1-MMP act inh -7, PABP1 MLLE inh 31, SKN-1 block 9, Rin1 Abl inh 0, FAS-TE inh -9, CSN deneddyl inh 3, Rpn11 block inactive, Neddyl block inactive and NadD inh -7.
Screening Cn1c(=O)c2[nH]c(CN3CCN(Cc4ccccc4)CC3)nc2n(C)c1=O returned MT1-MMP act inh -1, PABP1 MLLE inh 8, SKN-1 block -5, Rin1 Abl inh -1, FAS-TE inh -8, CSN deneddyl inh 7, Rpn11 block inactive, Neddyl block inactive and NadD inh -7.
For CCN(C(=O)CSc1nc2cc(Cl)ccc2c(=O)n1CC(C)C)C1CCS(=O)(=O)C1 (stereo not drawn) the results were MT1-MMP act inh 0, PABP1 MLLE inh 1, SKN-1 block 10, Rin1 Abl inh -1, FAS-TE inh 2, CSN deneddyl inh -3, Rpn11 block inactive, Neddyl block inactive and NadD inh -1.
`O=C(CCc1c[nH]c2ccccc12)NCCc1ccc(O)cc1` gave MT1-MMP act inh 3, PABP1 MLLE inh 3, SKN-1 block -12, Rin1 Abl inh 0, FAS-TE inh -5, CSN deneddyl inh -4, Rpn11 block inactive, Neddyl block inactive and NadD inh -7.
For Cc1ccc(N2C(=O)c3ccc(C(=O)N4CCN(c5cccc(C)c5C)CC4)cc3C2=O)cc1 the results were MT1-MMP act inh 3, PABP1 MLLE inh 12, SKN-1 block 2, Rin1 Abl inh -7, FAS-TE inh 26, CSN deneddyl inh -2, Rpn11 block inactive, Neddyl block inactive and NadD inh 13.
`C=C(C)Cn1c(Sc2nc3ccccc3[nH]2)nc2c1c(=O)[nH]c(=O)n2C` gave MT1-MMP act inh 4, PABP1 MLLE inh -5, SKN-1 block -6, Rin1 Abl inh 3, FAS-TE inh -5, CSN deneddyl inh 1, Rpn11 block inactive, Neddyl block inactive and NadD inh 5.
`CCOC(=O)C1C(=O)NC(N2CCCCC2)=NC1C(C)C` (stereo not drawn) gave MT1-MMP act inh 1, PABP1 MLLE inh 0, SKN-1 block -3, Rin1 Abl inh 2, FAS-TE inh -1, CSN deneddyl inh -2, Rpn11 block inactive, Neddyl block inactive and NadD inh -1.
For CN(C1=C(NC(=O)c2ccccc2)C(=O)c2ccccc2C1=O)C1CCS(=O)(=O)C1 (stereo not drawn) the results were MT1-MMP act inh 1, PABP1 MLLE inh -1, SKN-1 block -2, Rin1 Abl inh -4, FAS-TE inh 8, CSN deneddyl inh -30, Rpn11 block inactive, Neddyl block inactive and NadD inh 2.
For COc1ccc(N2C(c3cc(OC)cc(OC)c3)=Cc3ccccc3C2CC(C)=O)cc1 (stereo not drawn) the results were MT1-MMP act inh -4, SKN-1 block 6, FAS-TE inh 28, CSN deneddyl inh 2, Neddyl block inactive and NadD inh 2.
CC1CCN(C(=O)c2[nH]cnc2C(=O)NCCCCCNC(=O)OC(C)(C)C)CC1 was read as MT1-MMP act inh 3, PABP1 MLLE inh 2, SKN-1 block 5, Rin1 Abl inh 2, FAS-TE inh -7, CSN deneddyl inh -4, Rpn11 block inactive, Neddyl block inactive and NadD inh 1.

By substructure, the compounds so far with a nitro group on carbon (two)
Cc1ccc(NC(=O)C2CCCO2)cc1[N+](=O)[O-] (stereo not drawn) was read as MT1-MMP act inh 2, PABP1 MLLE inh 12, SKN-1 block 0, Rin1 Abl inh -2, FAS-TE inh -12, CSN deneddyl inh 0, Rpn11 block inactive, Neddyl block inactive and NadD inh -4.
CCN1CCN(c2ccc(S(=O)(=O)N3CCOCC3)cc2NC(=O)/C=C/c2ccc([N+](=O)[O-])cc2)CC1 was read as MT1-MMP act inh -5, PABP1 MLLE inh -124, SKN-1 block 3, Rin1 Abl inh 0, FAS-TE inh 2, CSN deneddyl inh 4, Rpn11 block inactive, Neddyl block inactive and NadD inh 19.
